# Source: PubChem (Broad Institute)
# SIRT5 inh – blocks human SIRT5 desuccinylation of peptide | inhibition, % at 15 µM | Q9NXA8 | Purified SirT5, succinyl-peptide AMC, trypsin-coupled fluorescence | 330,000 tested, 1.1% active; in the data active means inhibition above about 15%; inconclusive means no clear call, values can overlap the other calls
# S100A4 MyoIIA – inhibitors of human S100A4 binding to myosin IIA peptide; AID 652163; 360,000 tested, 0.14% active; P26447; S100A4/TAMRA-MyoIIA peptide fluorescence polarization; inhibition, % at 10.7 µM;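 active means mean inhibition of at least 70% across replicates, with every replicate also reaching that level; inconclusive means mean inhibition reaches 70% but some replicates fall short; inactive means mean inhibition below 70%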
# Target sequence (P26447 whole entry, looked up): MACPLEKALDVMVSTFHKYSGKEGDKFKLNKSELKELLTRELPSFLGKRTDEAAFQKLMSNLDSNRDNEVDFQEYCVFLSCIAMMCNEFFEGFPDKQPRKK
#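 Material: S100A4 monomer protein | Medium: HEPES pH 7.2 with CaCl2, KCl, NaCl, DTT, Triton | Reagent: Labelled myosin peptide probe, 5 nM | Doses: One dose per compound | Times: 5 min incubation before reading | Benchmarks: Neutral control DMSO, positive control TFP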
# ERAP1 inh – blocks human ERAP1 aminopeptidase activity. Q9NZ08. recombinant ERAP1, Leu-AMC fluorescence, 60 min. inhibition, % at 10.7 µM. 340,000 tested, 0.15% active;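 active means mean replicate inhibition of at least 30%, or all replicates individually reaching that 30% level; inactive means mean below 30% and not every replicate reaching it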;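 further: 0% = neutral control wells and 100% = L-leucinethiol positive control wells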
# Target sequence (Q9NZ08 whole entry, looked up): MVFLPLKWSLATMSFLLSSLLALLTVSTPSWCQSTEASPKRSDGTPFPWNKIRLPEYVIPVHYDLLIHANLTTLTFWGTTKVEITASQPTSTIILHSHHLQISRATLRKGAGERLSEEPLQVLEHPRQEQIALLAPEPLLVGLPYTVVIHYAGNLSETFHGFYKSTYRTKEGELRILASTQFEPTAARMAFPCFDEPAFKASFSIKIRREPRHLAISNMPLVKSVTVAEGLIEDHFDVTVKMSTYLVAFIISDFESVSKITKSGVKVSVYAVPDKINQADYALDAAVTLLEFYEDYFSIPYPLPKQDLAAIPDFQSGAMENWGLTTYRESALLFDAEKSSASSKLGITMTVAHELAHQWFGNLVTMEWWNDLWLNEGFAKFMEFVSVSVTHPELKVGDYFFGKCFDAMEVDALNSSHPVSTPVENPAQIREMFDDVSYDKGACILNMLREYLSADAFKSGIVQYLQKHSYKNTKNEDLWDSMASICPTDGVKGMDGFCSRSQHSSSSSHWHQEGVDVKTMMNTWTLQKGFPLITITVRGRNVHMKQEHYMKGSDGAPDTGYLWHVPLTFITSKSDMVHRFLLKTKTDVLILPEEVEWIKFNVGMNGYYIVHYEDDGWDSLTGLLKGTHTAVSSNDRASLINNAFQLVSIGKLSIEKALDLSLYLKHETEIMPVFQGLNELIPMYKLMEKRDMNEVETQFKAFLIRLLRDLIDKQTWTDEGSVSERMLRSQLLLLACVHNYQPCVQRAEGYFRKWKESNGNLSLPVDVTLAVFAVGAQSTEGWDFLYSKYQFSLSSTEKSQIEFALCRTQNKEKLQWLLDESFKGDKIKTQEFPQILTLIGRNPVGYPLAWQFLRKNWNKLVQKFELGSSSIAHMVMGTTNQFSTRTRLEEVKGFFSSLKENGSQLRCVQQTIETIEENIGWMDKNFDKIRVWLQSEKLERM
# Cneo AK release – causes C. neoformans cell lysis; adenylate kinase release luminescence, 4 h; normalised: neutral wells 0, clomiphene wells 100; lysis activity, % at 15 µM; AID 651654; 360,000 tested, 0.2% active;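 active means mean lysis activity across replicates of at least 80%, whatever share of replicates individually reach that level; inactive means mean lysis activity below 80%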
#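 read-out = cell lysis signal | test system = log-phase Cryptococcus neoformans yeast cells | input = cells at 5 × 10^6 per mL | medium = fresh YPD growth medium | signal = luminescent adenylate kinase detection reagent | timing = 4 h at 37 °C static, read 1 h later | dosing = single dose | controls = Clomiphene as positive lysis control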
# PGC1a acetyl inh – lowers PGC1a acetylation signal in U2OS cells | AlphaScreen anti-acetyl-lysine; with virally co-expressed GCN5 acetyltransferase | inhibition, % at 15.6 µM | 350,000 tested, 0.17% active;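 active means every replicate shows inhibition of at least 40%; inconclusive means mean inhibition at least 40% but some replicate below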;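 further: 0% = neutral control wells and 100% = positive control wells; some results beyond the cut were filed as inactive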
# Statin myotox sup – suppressors of simvastatin-induced myotoxicity in C2C12 myotubes | 330,000 tested, 0.78% active | AID 602340 | rescue of ATP level, % at 7.49 µM | ATP luminescence, 48 h; scaled: DMSO 0, geranylgeraniol control 100;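 active means mean ATP rescue above about 67%, or every replicate alone reaching that limit, limit read from the data, passing the limit was not always enough; inconclusive means no clear call, values can overlap the other calls; inactive means mean under the limit and some replicate under it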;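 further: myotubes were challenged with 10 µM simvastatin during compound exposure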
# LGR2 inh – inhibitors of bursicon-induced Drosophila LGR2 receptor cAMP signaling | HEK293 LGR2, CRE-luciferase, bursicon-stimulated, 4 h | 380,000 tested, 0.35% active | AID 720647 | inhibition, % at 9.99 µM;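 active means drop in luminescence signal, shown as inhibition above about 50% in the replicate tests, limit read from the data, passing the limit was not always enough; inconclusive means probably only some replicates passing the limit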;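 further: agonist challenge used bursicon conditioned medium at about half maximal strength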
# An asterisk follows results filed as active; ? = inconclusive; nt = no result given.
# The opening four records, ahead of the listing:
SMILES,SIRT5 inh,S100A4 MyoIIA,ERAP1 inh,Cneo AK release,PGC1a acetyl inh,Statin myotox sup,LGR2 inh
CN(CC1COc2ccccc2O1)c1nc(-c2cccnc2)nc2ccccc12 (centres undefined),nt,nt,nt,13,12,108*,nt
CCN1C[C@]2(COC)CC[C@H](O)[C@@]34C5C[C@H]6[C@H](O)C5[C@](O)(C[C@H]6OC)[C@@H]([C@H](OC)C23)[C@@H]14 (some centres undefined),nt,nt,nt,-1,7,-13,nt
O=C(CCN1CCOCC1)NCC(=O)Nc1ccc(Br)cc1C(=O)c1ccccc1,nt,nt,nt,1,1,9,nt
CCN1C[C@@]2(COC)C3[C@@H](OC)[C@H]4[C@@H]1[C@@]3(C1C[C@H]3[C@H](OC(=O)c5ccccc5)C1[C@]4(OC(C)=O)C[C@H]3OC)[C@@H](OC)C[C@H]2O (some centres undefined),nt,nt,nt,0,-6,-3,nt

# The whole of this part, previewed entries included:
SMILES,SIRT5 inh,S100A4 MyoIIA,ERAP1 inh,Cneo AK release,PGC1a acetyl inh,Statin myotox sup,LGR2 inh
CN(CC1COc2ccccc2O1)c1nc(-c2cccnc2)nc2ccccc12 (centres undefined),nt,nt,nt,13,12,108*,nt
CCN1C[C@]2(COC)CC[C@H](O)[C@@]34C5C[C@H]6[C@H](O)C5[C@](O)(C[C@H]6OC)[C@@H]([C@H](OC)C23)[C@@H]14 (some centres undefined),nt,nt,nt,-1,7,-13,nt
O=C(CCN1CCOCC1)NCC(=O)Nc1ccc(Br)cc1C(=O)c1ccccc1,nt,nt,nt,1,1,9,nt
CCN1C[C@@]2(COC)C3[C@@H](OC)[C@H]4[C@@H]1[C@@]3(C1C[C@H]3[C@H](OC(=O)c5ccccc5)C1[C@]4(OC(C)=O)C[C@H]3OC)[C@@H](OC)C[C@H]2O (some centres undefined),nt,nt,nt,0,-6,-3,nt
CN(C)C(=O)Oc1c(Cl)cc(Cl)c2ccccc12,nt,nt,nt,2,0,11,nt
Cc1cc(N(CCCl)CCCl)ccc1/C=N/NC(=O)c1ccco1,nt,nt,nt,1,-11,1,nt
CC(C)CC(=O)NC(Oc1ccc(Cl)cc1)C(Cl)(Cl)Cl (centres undefined),nt,nt,nt,1,-19,-3,nt
COC(=O)C1=C(c2ccc(F)cc2F)C[C@@H]2CC[C@H]1N2C(=O)NC1CCCCC1,nt,nt,nt,0,-3,1,nt
Cc1cccnc1-n1c(-c2ccco2)nc2ccccc2c1=O,nt,nt,nt,0,10,-4,nt
Cc1c(C(=O)N2CCC3(CC2)OCCO3)oc2ccc(S(=O)(=O)N3CCOCC3)cc12,nt,nt,nt,0,?,15,nt
CCN(CC)CCCN=Cc1c(O)n(CCc2ccc(F)cc2)c(=O)[nH]c1=O,nt,nt,nt,-1,-12,11,nt
CN(C)CCN=Cc1c(O)n(Cc2ccco2)c(=O)[nH]c1=O,nt,nt,nt,0,-82,-1,nt
Cc1cc(N2C(=O)CC(N3CCC(n4c(=O)[nH]c5ccccc54)CC3)C2=O)no1 (centres undefined),nt,nt,nt,-2,2,5,nt
O=C(Cc1ccccc1)OCCN1CCCCC1,nt,nt,nt,-1,-3,5,nt
CCCC(=O)Nc1cc(C(=O)N2CCC3(CC2)OCCO3)ccc1S(=O)(=O)c1ccc(C)cc1,nt,nt,nt,0,-3,7,nt
CCCCP(=O)(O)CCC(=O)O,nt,nt,nt,3,-8,3,nt
O=C(c1cc2c(s1)CCCCCC2)N1CCC2(CC1)OCCO2,nt,nt,nt,0,3,-22,nt
Nc1c(C(=O)NCCc2ccccc2)c2nc3ccccc3nc2n1CCN1CCOCC1,nt,nt,nt,4,-15,-3,nt
CCn1nc(-c2cccs2)nc2c(=O)n(C)c(=O)nc1-2,nt,nt,nt,-9,?,-223,nt
CCOc1ccccc1C1SCC(=O)Nc2c1c(=O)[nH]n2C(CC)CC (centres undefined),nt,nt,nt,-2,-10,19,nt
CC(C)NS(=O)(=O)c1ccc(OCC(=O)N2CCN(Cc3ccccc3)CC2)c(Cl)c1,nt,nt,nt,0,0,12,nt
CN1C(=O)C(C2c3ccccc3C(=O)N2Cc2ccccc2)C(=O)N(C)C1=O (centres undefined),nt,nt,nt,5,-4,108*,nt
O=C(CNC(=O)c1ccccc1)Nc1ccc(Br)cc1C(=O)c1ccccc1,nt,nt,nt,2,-32,3,nt
COc1ccc(N2CCN(CCCN)CC2)cc1,nt,nt,nt,-3,3,8,nt
Cc1cc(C=C2C(=O)N(C)C(=S)N(C)C2=O)c(C)n1C1CCCC1,nt,nt,nt,-3,5,0,nt
CCOC(=O)c1c(C)n(CCOC)c2ccc(O)cc12,nt,nt,nt,-1,9,-3,nt
Cc1ccc(P(=S)(c2ccc(C)o2)N2CCOCC2)o1,nt,nt,nt,1,-3,-4,nt
O=C(c1ccccc1F)c1cn(CC(=O)N2CCCC2)c2ccccc12,nt,nt,nt,-1,-2,9,nt
CCOC(=O)c1ccc(N2C(=O)CC(N3CCC(C#N)(c4ccccc4)CC3)C2=O)cc1 (centres undefined),nt,nt,nt,-1,3,-10,nt
CN(C)C(=O)Oc1ccc(Cl)c2ccccc12,nt,nt,nt,-5,0,12,nt
C=CCn1c(O)c(C(C)=Nc2ccc(C(=O)OCC)cc2)c(=O)[nH]c1=O,nt,nt,nt,-3,-5,24,nt
COc1ccccc1N1CCN(Cc2c(F)cccc2Cl)CC1,nt,nt,nt,2,-6,1,nt
O=C(NC1(C(F)(F)F)Oc2ccc(Cl)cc2O1)N1CCC2(CC1)OCCO2 (centres undefined),nt,nt,nt,0,3,17,nt
S=C(c1ccc(Cl)cc1)N1CCOCC1,nt,nt,nt,0,8,0,nt
O=c1c2ccccc2nc(-c2ccco2)n1-c1ccc(Br)cn1,nt,nt,nt,0,-4,-10,nt
CCCCC/C(=N\O)c1c[nH]c2ccccc12,nt,nt,nt,6,-5,34,nt
CCOC(=O)C1=C(N)OC(C)=C(C(=O)OCCOC)C12C(=O)Nc1ccccc12 (centres undefined),nt,nt,nt,1,-5,1,nt
COc1ccc(N2C(=O)CC(N3CCC(n4c(=O)[nH]c5ccccc54)CC3)C2=O)cc1 (centres undefined),nt,nt,nt,0,5,-3,nt
O=C(NCC(c1cccnc1)N1CCOCC1)Oc1ccccc1 (centres undefined),nt,nt,nt,-4,0,0,nt
COc1ccc2nc(NC(=O)CCc3nc(C4=CCN(C)CC4)no3)sc2c1,nt,nt,nt,0,8,-18,nt
Cc1nc2cc(C(=O)N3CCC4(CC3)OCCO4)ccc2n1-c1ccc(Br)cc1,nt,nt,nt,-13,-5,14,nt
Cc1cc(N)n(C2CCN(C)CC2)n1,nt,nt,nt,-5,3,-12,nt
CCCCCCN=C(C)c1c(O)n(Cc2ccccc2)c(=O)[nH]c1=O,nt,nt,nt,0,-6,7,nt
CCCCN=Cc1c(O)n(-c2c(C)cc(C)cc2C)c(=O)[nH]c1=O,nt,nt,nt,0,-24,1,nt
COc1cc(CN2C(=O)NC(=O)C3(Cc4cc(C)ccc4N(C)C3)C2=O)cc(OC)c1 (centres undefined),nt,nt,nt,0,-11,-5,nt
CCOC(=O)CNC(=O)CSP(=S)(OCC)OCC,nt,nt,nt,2,7,3,nt
CCn1c(C(=O)N2CCC(C(=O)N3CCC4(CC3)OCCO4)CC2)cc2sccc21,nt,nt,nt,-1,-15,-11,nt
CCCOC(=O)COc1cc(C)cc2oc(=O)c3c(c12)CCC3,nt,nt,nt,0,6,10,nt
COc1ccc(N2C(=O)CC(=O)NC2=O)cc1,nt,nt,nt,1,7,-1,nt
COC(=O)C1=C(c2ccc(Cl)c(C(F)(F)F)c2)C[C@@H]2CC[C@H]1N2C(=O)NCCOc1ccccc1,nt,nt,nt,1,-21,12,nt
# (more compounds)
SMILES,SIRT5 inh,S100A4 MyoIIA,ERAP1 inh,Cneo AK release,PGC1a acetyl inh,Statin myotox sup,LGR2 inh
COc1cc(/C=C2\C(=O)NC(=O)N(c3ccccc3)C2=O)cc(OC)c1OC,nt,nt,nt,3,-14,12,nt
CC(=NCC1CCCO1)c1c(O)n(-c2ccc(C)cc2)c(=O)[nH]c1=O (centres undefined),nt,nt,nt,0,-4,9,nt
CC(=O)Nc1ccc(OC(=O)c2ccccc2N)cc1,nt,nt,nt,0,14,2,nt
CN1CCN(C(=O)COc2ccc(S(=O)(=O)NCc3ccccc3)cc2Cl)CC1,nt,nt,nt,1,3,1,nt
O=C(COc1ccccc1)N1CCN(CC2CC3C=CC2C3)CC1 (centres undefined),nt,nt,nt,1,13,2,nt
O=C(Cc1ccccc1)N1CCN(CC2CC3C=CC2C3)CC1 (centres undefined),nt,nt,nt,3,3,-3,nt
CCOC(=O)C1=C(C)OC(N)=C(C(=O)OC)C12C(=O)Nc1ccc(Br)cc12 (centres undefined),nt,nt,nt,-1,-8,23,nt
O=C1c2ccccc2C(=O)N1Cc1nc2ccccc2c(=O)n1-c1ccccn1,nt,nt,nt,6,-1,-15,nt
O=c1c(C=NCc2cccs2)c(O)n(C2CCCCC2)c(=O)n1C1CCCCC1,nt,nt,nt,1,23,24,nt
CCCCn1c(O)c(C=Nc2c(C)n(C)n(-c3ccccc3)c2=O)c(=O)[nH]c1=O,nt,nt,nt,-1,4,2,nt
Cc1cc(NC(=O)COC(=O)c2c(C)nn(Cc3ccccc3)c2C)no1,nt,nt,nt,-1,-5,2,nt
CCc1nc(N2CCNCC2)c(C#N)c2c1CSC(C)(C)C2,nt,nt,nt,-1,-2,-13,nt
COc1ccc(S(=O)(=O)NC(CC(=O)N2CCC3(CC2)OCCO3)c2ccco2)cc1 (centres undefined),nt,nt,nt,1,0,-2,nt
CC(=NCCN1CCOCC1)c1c(O)n(Cc2ccccc2)c(=O)[nH]c1=O,nt,nt,nt,2,3,-3,nt
O=C(O)Cn1cc(C(=O)c2ccccc2)c2ccccc21,nt,nt,nt,1,2,10,nt
COc1ccc(N=C(C)c2c(O)n(C)c(=O)n(C)c2=O)c(OC)c1,nt,nt,nt,3,-5,24,nt
CCOP(=O)(C#CC(C)(C)C)C1(O)CCCCC1 (centres undefined),nt,nt,nt,1,0,2,nt
CN1CSC(=S)N(C)C1,nt,nt,nt,1,3,13,nt
CCCCCCC(N)CC(=O)O (centres undefined),nt,nt,nt,0,-5,-5,nt
CCN(CC)CCCN=Cc1c(O)n(CCc2ccc(OC)c(OC)c2)c(=O)[nH]c1=O,nt,nt,nt,10,-16,3,nt
COc1ccc(NC(=O)CN2C3CCC2CC(O)(c2cccnc2)C3)cc1OC (centres undefined),nt,nt,nt,-1,9,-6,nt
CC12CN3CC(C)(CN(C1)C3c1cccs1)C2 (centres undefined),nt,nt,nt,0,-7,10,nt
CC(C)CCC1(CCc2ccncc2)C(=O)NC(=O)NC1=O,nt,nt,nt,-1,-2,0,nt
CC1(C)CN=C(Nc2ccccc2C(F)(F)F)S1,nt,nt,nt,-1,-8,-3,nt
OC1CN2CCCC(O)C2C1O (centres undefined),-1,-3,3,nt,nt,nt,nt
OC1CN2CCC(O)C2C(O)C1O (centres undefined),-3,1,0,nt,nt,nt,nt
O=C(NC[C@@H]1CC[C@H]2NC[C@H]2O1)C1CCCC1,-3,-3,-4,nt,nt,nt,nt
C[C@H]1CCC[C@@H](O)CCC/C=C/c2cc(O)cc(O)c2C(=O)O1,nt,nt,nt,-1,nt,?,38
OC(c1ccc(F)cc1)(c1ccc(F)cc1)[C@@H]1CCCN1,nt,nt,nt,-3,nt,14,21
NC1=Nc2ccccc2Oc2ccccc21,nt,nt,nt,nt,9,-16,6
CN(C(=O)Oc1ccc(Cl)c2cccnc12)c1ccccc1,nt,nt,nt,-3,0,nt,-13
CCCCOC(=O)C1=C(N)OC2=C(C(=O)CCC2)[C@]12C(=O)N(C)c1ccccc12,nt,nt,nt,6,-6,nt,7

# Not all compounds are listed (hit frequency here may not be typical).
